BAP1 block = inhibitors of BAP1 deubiquitinase, primary screen, biochemical, Ub-AMC fluorescence, kinetic. Ubiquitin carboxyl-terminal hydrolase BAP1 (Homo sapiens), Q92560. recombinant BAP1, Ub-AMC hydrolysis fluorescence kinetic; hits give low values. activity remaining (% of control), % at 20 µM. hit rate 0.48% among 72,000;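 active = activity remaining at or below 50% of control, provided the compound also passes the data quality filters; inactive = the rest, including low values that fail the filters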;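 note: 100% = DMSO wells rate and 0% = substrate alone blank rate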
Target sequence (Q92560 whole entry, looked up): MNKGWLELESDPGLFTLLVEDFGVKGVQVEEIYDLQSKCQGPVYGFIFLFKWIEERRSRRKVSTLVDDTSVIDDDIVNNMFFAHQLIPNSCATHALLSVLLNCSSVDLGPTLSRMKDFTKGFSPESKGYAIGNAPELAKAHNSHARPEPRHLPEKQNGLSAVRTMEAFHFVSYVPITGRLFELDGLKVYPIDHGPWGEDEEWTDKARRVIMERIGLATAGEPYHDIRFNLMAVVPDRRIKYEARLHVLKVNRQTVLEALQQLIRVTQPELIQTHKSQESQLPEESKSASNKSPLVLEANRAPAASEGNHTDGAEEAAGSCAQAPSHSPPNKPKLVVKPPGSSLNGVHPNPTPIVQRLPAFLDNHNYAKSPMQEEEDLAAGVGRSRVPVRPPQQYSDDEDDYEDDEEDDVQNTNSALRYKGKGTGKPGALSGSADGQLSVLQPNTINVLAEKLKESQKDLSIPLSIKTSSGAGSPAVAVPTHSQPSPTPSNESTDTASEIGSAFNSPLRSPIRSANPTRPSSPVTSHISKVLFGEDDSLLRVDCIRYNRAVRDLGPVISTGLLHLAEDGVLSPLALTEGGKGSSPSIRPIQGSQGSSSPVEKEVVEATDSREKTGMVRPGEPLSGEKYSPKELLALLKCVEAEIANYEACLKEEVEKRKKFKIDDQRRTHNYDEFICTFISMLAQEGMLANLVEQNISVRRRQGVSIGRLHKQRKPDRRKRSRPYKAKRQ
HePTP inhibitor = inhibitors of human HePTP phosphatase, primary screen, biochemical, absorbance, leukemia target | hit rate 0.64% among 110,000 | AID 521, 2006 | inhibition, % at 20 µM | recombinant HePTP phosphatase activity, OD absorbance | Tyrosine-protein phosphatase non-receptor type 7 (Homo sapiens), P35236; in the data active = inhibition above about 50%;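 note: plate controls were vehicle for no effect and reference inhibitor for full effect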
Target sequence (P35236 whole entry, looked up): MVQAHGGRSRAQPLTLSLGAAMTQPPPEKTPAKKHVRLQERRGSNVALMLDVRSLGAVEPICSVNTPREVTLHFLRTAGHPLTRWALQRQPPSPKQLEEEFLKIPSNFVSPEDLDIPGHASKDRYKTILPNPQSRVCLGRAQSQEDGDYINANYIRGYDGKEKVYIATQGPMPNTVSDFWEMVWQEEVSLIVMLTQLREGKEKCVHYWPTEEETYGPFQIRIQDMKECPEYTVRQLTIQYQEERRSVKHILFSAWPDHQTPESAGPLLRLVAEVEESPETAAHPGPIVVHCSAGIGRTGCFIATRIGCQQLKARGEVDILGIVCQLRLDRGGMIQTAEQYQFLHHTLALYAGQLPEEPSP
* marks the source's active call; other numbers are inactive results; · = no result given; & = joins results of further samples.

BAP1 block	HePTP inhibitor	canonical_smiles
161	·	CCCOc1ccc(C2NC(=O)NC(C)=C2C(=O)OCCc2ccccc2)cc1 (stereo not drawn)
104	3	CCOC(=O)c1c(CN2CCN(C)CC2)oc2ccc(O)cc12
59	13	O=C(CSc1nnc(Cc2csc(Nc3cccc(Cl)c3)n2)o1)N1CCc2ccccc21
·	-8	O=C(O)c1ccccc1SC1CC(=O)N(c2ccc([N+](=O)[O-])cc2)C1=O (stereo not drawn)
·	6	CCOC(=O)c1ccccc1NC(=O)CSC(N)=O
·	-14	O=C1OC(c2ccc(Cl)cc2)=N/C1=C\c1ccccc1[N+](=O)[O-]
·	2	Cc1ccc(-c2csc(NC(=O)CSc3ncn(-c4ccccc4)n3)n2)cc1
67	·	CCN(CC)S(=O)(=O)c1cc(C(=O)Nc2nnc(-c3ccccc3)s2)ccc1C
·	-6	O=C(CSc1nc2ccccc2s1)c1ccc(Cl)cc1Cl
97	4	COc1ccc(N2CCN(C(=O)CSc3nnc(C)c(=O)[nH]3)CC2)cc1
·	-11	CC1(C)CC(N2CN(C3CC(C)(C)NC(C)(C)C3)CN(C3CC(C)(C)NC(C)(C)C3)C2)CC(C)(C)N1
·	0	Cc1cccc(N2C(=O)S/C(=C/c3cccc([N+](=O)[O-])c3)C2=O)c1
89	0	CC1Cc2cc(/C(O)=C3\C(=O)C(=O)N(CCN(C)C)C3c3ccccc3F)ccc2O1 (stereo not drawn)
·	5	O=c1oc2cc(OCc3c(F)cccc3Cl)ccc2cc1-c1ccccn1
97	7	COc1ccc(C(c2sc3nc(C)nn3c2O)N2CCN(Cc3ccccc3)CC2)cc1OC (stereo not drawn)
100	7	Cc1cc(C(=O)Nc2ccc(S(=O)(=O)Nc3nccs3)cc2)c(C)o1
·	6	CC(=O)CC1(O)C(=O)N(Cc2ccc3c(c2)OCO3)c2ccccc21 (stereo not drawn)
106	2	CCc1ccc(-c2nc(CN3CCC(C(=O)NCc4ccccc4OC)CC3)c(C)o2)cc1
·	-17	CC1=CC(C)(C)N(C(=O)CN2C(=O)C3CCCCC3C2=O)c2cc(C)ccc21 (stereo not drawn)
69	4	CCOC(=O)N1CCN(S(=O)(=O)c2cc(Br)cnc2N)CC1

Remaining list, next part
BAP1 block	HePTP inhibitor	canonical_smiles
·	-13	CCN(CC)c1ccc(/C=C(\C#N)C(=O)Nc2ccc(OC)cc2)c(OC)c1
·	1	O=C(N/N=C/c1ccccn1)c1cccc([N+](=O)[O-])c1
107	6	Cn1nc(OCc2ccccc2)ccc1=O
99	-1	COc1cccc(C(=O)N(Cc2nc(-c3ccc(C)cc3)no2)C(C)C)c1
97	9	O=C(CN1C(=O)CC(c2ccco2)Sc2ccccc21)Nc1ccccc1F (stereo not drawn)
119	5	O=C(NCc1n[nH]c(=S)n1-c1ccc(F)cc1)c1ccco1
·	0	COc1cc(S(=O)(=O)N2CCCCCC2)c(OC)cc1Br
101	0	CN(C)C=Nc1ccc2nn(-c3ccccc3)nc2c1
·	16	CC(=O)c1ccc(-c2ccc(/C=C3/SC(=S)N(c4ccccc4)C3=O)o2)cc1
96	8	CCOC(=O)c1ccc(S(=O)(=O)NC2CCCCCCC2)n1C
95	·	Cc1noc(C)c1CSc1nnc(C)c(=O)[nH]1
·	4	O=C(Nc1ccc(I)cc1)c1ccc(CN2CCOCC2)cc1
·	-3	Cc1ccc(/C(O)=C2\C(=O)C(=O)N(CCCC(=O)O)C2c2ccc(C)cc2)cc1 (stereo not drawn)
·	92*	O=C1NN(c2ccc(I)cc2)C(=O)/C1=C\c1ccccc1O
·	9	Cc1cc([N+](=O)[O-])ccc1-c1ccc(C(=O)Nc2ccc(Cl)cn2)o1
65	-4	Cc1c(N=C2NC(=O)C(CC(=O)Nc3ccccc3)S2)c(=O)n(-c2ccccc2)n1C (stereo not drawn)
110	7	COc1ccc(S(=O)(=O)N2CCC(C(=O)NCC(c3cccs3)N(C)C)CC2)cc1 (stereo not drawn)
200	1	COc1cccc(COc2nc3c(c(=O)n(C)c(=O)n3C)n2C)c1
·	0	COC(=O)c1ccc(-n2ncnc2-c2ccc(Cl)c([N+](=O)[O-])c2)cc1
112	5	CCOC(=O)N1CCN(C(=O)C2CCC(=O)N2C(C)C)CC1 (stereo not drawn)

(further entries)
BAP1 block	HePTP inhibitor	canonical_smiles
·	6	Cc1cc(/C=N/NC(=O)c2cccnc2)c(C)n1-c1ccccc1
·	6	CCOc1ccc(C(=O)Nc2ccc(Cl)c(-c3nc4ccccc4[nH]3)c2)cc1Cl
105	-8	Cc1ccc(-n2nnnc2SCC(=O)N2CCc3ccccc3C2)cc1
101	-8	N#CCCNc1ccc(OCCC#N)cc1
63	9	Cc1ccc(-n2c(CSc3nc(C)cc(C)n3)nnc2SCC(=O)N2CCCC2)cc1
96	·	COc1ccc(-n2c(=O)cc(N3CCc4ccccc43)[nH]c2=O)cc1
102	6	Cc1cc(C(=O)OCC(=O)N2CCc3ccccc32)c(C)o1
137	-11	CCOC(=O)Nc1ccc(NS(=O)(=O)c2ccc(C)cc2)cc1
76	-7	O=C(Nc1scc(-c2cccs2)c1C(=O)O)c1cccs1
·	-2	Cc1cc(C)c(S(=O)(=O)NCc2ccc3c(c2)OCO3)c(C)c1
·	-8	O=C(Nc1cccc2c1C(=O)c1c(NC(=O)c3ccccc3)cccc1C2=O)c1ccccc1
106	-9	COCCCn1c(SCC(=O)Nc2cccc(C(=O)OC)c2)nnc1-c1ccncc1
59	·	CCOc1ccc(Nc2ncnc3[nH]ncc23)cc1
·	-1	O=C(Nc1nc2ccccc2n1Cc1ccccc1)c1ccccc1
·	0	Cc1cc2nc(-c3cc(NC(=O)c4ccc(Br)o4)ccc3Cl)oc2cc1C
·	2	COc1ccc(CC(=O)Nc2ccc(Br)cc2C)cc1OC
86	3	COc1cccc(NC(=O)CSc2nc3c(c(=O)n2C)SC(C)C3)c1 (stereo not drawn)
81	·	COc1ccc2ccccc2c1-c1csc(NC(=O)c2ccc(S(=O)(=O)N3CCCC3)cc2)n1
·	-17	O=C(Nc1ccc(Br)cc1)c1ccc(Cl)cc1Cl
·	8	CC(=O)OC1(C[N+](=O)[O-])C2CC3CC(C2)CC1C3 (stereo not drawn)

Ordered by formula weight (falling): 3 of the compounds above
BAP1 block	HePTP inhibitor	canonical_smiles
·	0	Cc1cc2nc(-c3cc(NC(=O)c4ccc(Br)o4)ccc3Cl)oc2cc1C
·	-2	Cc1cc(C)c(S(=O)(=O)NCc2ccc3c(c2)OCO3)c(C)c1
·	6	Cc1cc(/C=N/NC(=O)c2cccnc2)c(C)n1-c1ccccc1

Back to the main list with the three entries that preceded the break.
BAP1 block	HePTP inhibitor	canonical_smiles
81	·	COc1ccc2ccccc2c1-c1csc(NC(=O)c2ccc(S(=O)(=O)N3CCCC3)cc2)n1
·	-17	O=C(Nc1ccc(Br)cc1)c1ccc(Cl)cc1Cl
·	8	CC(=O)OC1(C[N+](=O)[O-])C2CC3CC(C2)CC1C3 (stereo not drawn)
·	1	CCOC(=O)c1c(C)oc2ccc(OC(=O)c3ccccc3OC)cc12
·	0	Cc1cccc(NC(=O)CSc2nsc(SCC(=O)Nc3cccc(C)c3)n2)c1
·	-10	Cc1ccc(S(=O)(=O)N2CCN(CC3CC4C=CC3C4)CC2)cc1 (stereo not drawn)
158	·	O=[N+]([O-])c1ccc(N2CCCC2)cc1NC(c1ccccc1)c1ccccc1
·	7	O=C(NC1(C(F)(F)F)Oc2ccccc2O1)N1CCCC1
78	1	COc1ccccc1OCC(=O)Nc1nnc(-c2ccco2)s1
78	2	CN1CCCCCC1=Nc1ccccc1C#N
90	6	CCC(C)(C)NC(=O)c1ccc2c(c1)N(CC(=O)OC)C(=O)C(C)(C)O2
105	4	CCOC(=O)C(O)(NC(=O)c1cccnc1)C(F)(F)F (stereo not drawn)
81	0	CC1(C)Oc2ccc3ccc(=O)oc3c2C(N2CCCCC2)C1O (stereo not drawn)
·	10	O=C(CC1Sc2ccccc2NC1=O)Nc1ccc(SC(F)(F)F)cc1 (stereo not drawn)
71	6	COC(=O)c1cc(CSc2nnc(NC3CCCCC3)s2)oc1C
93	9	COC(=O)CCC(=O)Nc1sc(C)c(C)c1C(N)=O
57	4	CC(=O)c1ccc(NC(=O)c2ccc(CN(c3ccc(C)c(C)c3)S(C)(=O)=O)cc2)cc1
116	·	Cc1ccc(C2NC(=O)NC(O)(C(F)(F)F)C2C(=O)c2cccs2)o1 (stereo not drawn)
94	-1	CCOC(=O)c1[nH]c(C)c(/C(O)=C2\C(=O)C(=O)N(CCN(C)C)C2c2ccncc2)c1C (stereo not drawn)
65	11	O=C1c2cccnc2C(=O)N1Cc1ccc2c(c1)OCO2
67	8	O=C(/C=C/N1CCOCC1)c1ccc(-c2ccccc2)cc1
·	-1	CCOc1ccc(NC(=O)c2c(O)c3ccccc3n(CC(C)C)c2=O)cc1
120	1	Cc1ccccc1NC(=O)CCN1CCCCCC1

Rewritten as tab-separated lines: 7 of the compounds above
Structure	BAP1 block	HePTP inhibitor
O=[N+]([O-])c1ccc(N2CCCC2)cc1NC(c1ccccc1)c1ccccc1	158	·
Cc1ccc(S(=O)(=O)N2CCN(CC3CC4C=CC3C4)CC2)cc1 (stereo not drawn)	·	-10
CCOC(=O)c1[nH]c(C)c(/C(O)=C2\C(=O)C(=O)N(CCN(C)C)C2c2ccncc2)c1C (stereo not drawn)	94	-1
COc1ccccc1OCC(=O)Nc1nnc(-c2ccco2)s1	78	1
CC(=O)c1ccc(NC(=O)c2ccc(CN(c3ccc(C)c(C)c3)S(C)(=O)=O)cc2)cc1	57	4
O=C1c2cccnc2C(=O)N1Cc1ccc2c(c1)OCO2	65	11
CN1CCCCCC1=Nc1ccccc1C#N	78	2

Later entries.
BAP1 block	HePTP inhibitor	canonical_smiles
84	-6	NC(=O)CN1C(=O)C(O)(CC(=O)c2ccccc2O)c2ccccc21 (stereo not drawn)
105	0	CCC(=O)Nc1nn(C)c2nc3c(C)cccc3cc12
·	8	CC(C)OC(=O)c1c(-c2ccccc2Cl)csc1N
·	6	O=C(Nc1ccc(OC(F)(F)F)cc1)c1cccc(OCc2ccccc2)c1
122	13	Cc1noc(C)c1CSc1nnc2n(-c3ccccc3)c(=O)c3ccccc3n12
·	-10	CCOC(=O)c1ccc(NC(=O)CN(c2cccc(Br)c2)S(=O)(=O)c2ccccc2)cc1
·	2	CC(C)(C)c1ccc(C(=O)Nc2ccc(NC(=O)COc3ccccc3[N+](=O)[O-])cc2)cc1
88	4	Cc1noc(C)c1S(=O)(=O)N1CCC(C(=O)N2CCC(N3CCCCC3)CC2)CC1
88	-6	CC1(C)N=C(/C=N/O)C=[N+]1[O-]
104	-7	CCOc1cccc(/C(O)=C2/C(=O)C(=O)N(CCN3CCOCC3)C2c2cccnc2)c1 (stereo not drawn)
103	-1	O=S(=O)(Nc1ccncc1)c1ccccc1
239	·	Cc1c(Cl)cccc1NC(=O)c1ccc(C(C)(C)C)cc1
107	4	COc1ccc(NC(=O)CCN2CCCCCC2)c(OC)c1
112	7	CCCCOc1ccc(CNn2c(C)nc3ccccc3c2=O)cc1
99	-9	Nc1cc(N)nc(SCC(=O)NCC2CCCO2)n1 (stereo not drawn)
95	2	CC(=O)c1c(C)[nH]c(C(=O)Nc2ccc(C)cn2)c1C
·	-8	CC(=O)N1CCN(c2ccc(NC(=O)c3cccc([N+](=O)[O-])c3)cc2)CC1
·	4	CCCCNC(=O)n1ccc(C(=O)Nc2ccc(C)cc2C)n1
102	-11	Cc1cccc(NC(=O)Cn2nnc(-c3cccs3)n2)c1C
·	5	O=C1C=CC(=NS(=O)(=O)c2ccccc2)c2ccccc21

(more compounds)
BAP1 block	HePTP inhibitor	canonical_smiles
48*	2	N#CC(c1nc2ccccc2nc1N1CCCCC1)S(=O)(=O)c1ccc(Cl)cc1 (stereo not drawn)
·	-5	CCC(=O)Nc1ccc(NC(=O)c2ccc3ccccc3c2)cc1
114	4	CCOc1ccccc1NC(=O)CSc1nc(N)c(C#N)cc1C#N
105	2	Cc1ccccc1-c1nc(CN2CCC(C(=O)NCCCN3CCCC3)CC2)c(C)o1
102	6	Cn1c(=O)c2cc(S(=O)(=O)NCCC(=O)NCc3ccccc3Cl)ccc2n(C)c1=O
101	3	CCOc1ccc(CCNS(=O)(=O)c2c(C)n[nH]c2C)cc1OCC
·	-11	O=C1/C(=C/c2cccs2)SC(=S)N1Nc1ccccc1
96	7	Fc1ccc(-n2c(Cc3ccccc3)nnc2SCc2nc(-c3cccs3)no2)cc1
·	5	COc1ccccc1C(=O)Nc1ccc2ccccc2c1
·	-14	O=C(CSc1nc(O)cc(=O)[nH]1)c1ccc(O)cc1O
124	5	O=C(OCCN1CCOCC1)c1ccc(OCCN2CCOCC2)cc1
62	·	O=C1c2ccccc2C(=O)C1c1ccc(O)cc1
·	-5	Cc1c(/C=C2\SC(=S)NC2=O)c(=O)n(-c2ccccc2)n1C
·	2	OCCNc1ncc(-c2ccccc2)cn1
·	-6	O=C(Nc1ccc(F)cc1)/C(=C\c1ccc(Br)cc1)NC(=O)c1ccccc1F
·	-13	O=C1C(=Cc2ccc(Br)cc2)C(=O)c2ccccc21
·	-2	CCCN1C(=O)c2ccccc2NC1c1ccc(O)c(OCC)c1 (stereo not drawn)
47*	-4	CCOC(=O)CSc1nc2cc(OC)ccc2cc1C#N
·	1	CCOc1ccccc1NC(=O)c1c(NC(=O)c2ccco2)sc2c1CCC2
98	5&-4	CC1(C)C(c2cccs2)=[N+]([O-])C2(CCCCC/C2=N\O)N1O (stereo not drawn)
